MEP2 TOR yeast: modulators of MEP2-GFP levels in yeast, primary screen, S. cerevisiae, multiplex flow cytometry, MLPCN library | S. cerevisiae MEP2-GFP strain, 3 h; 100% = DMSO control level | GFP response vs DMSO, % at 10 µM | 0.51% of 330,000 active;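 active means GFP response versus DMSO above a set limit, roughly screen mean plus 3 SD, cut at about 180% in these data; inconclusive means fewer than 70 cells counted for a yeast strain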;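 further: median GFP fluorescence of the barcode-gated MEP2-GFP cells per well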
AGP1-GFP MLPCN: modulators of AGP1-GFP expression in yeast TOR pathway, primary screen, cell-based, multiplex flow cytometry, S. cerevisiae, MLPCN library. 3 h; GFP as percent of DMSO wells. GFP response vs DMSO, % at 10 µM. 0.02% of 320,000 active. AID 2066, 2009;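 active means GFP response relative to DMSO above a set limit, near screen average plus 3 SD, cut at about 150% in these data; inconclusive means fewer than 70 cells counted for the yeast strain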;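 further: median GFP channel fluorescence of the gated AGP1 strain per well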
CR mimetic SO: reduction of superoxide in aged yeast, primary screen, HTS; S. cerevisiae aged cells, superoxide DHE fluorescence; active compounds read low; superoxide response (% of plate mean), % at 10 µM; 0.18% of 330,000 active;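 active means superoxide response under a set limit, about three screen SD below normal, cut at about 65% in these data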;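 further: yeast aged for seven days with compound at 30 °C before DHE staining; 100% = average MFI of all compound-treated wells on the plate with controls excluded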
GRK2 inh: compounds blocking aptamer binding on GRK2 – biochemical, human GRK2, bead flow cytometry, HTS, primary screen | FAM-aptamer displacement from GRK2 | inhibition of aptamer binding, % at 10 µM | 0.59% of 330,000 active | AID 488847, 2010 | Beta-adrenergic receptor kinase 1 (Homo sapiens), P25098;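 active means inhibition of aptamer binding above 40%, roughly 3 SD of noise, on plates passing a quality check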;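 further: median bead fluorescence of bound FAM aptamer so fluorescent compounds give negative values; no value below 0 was filed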
Target sequence (P25098 whole entry, looked up): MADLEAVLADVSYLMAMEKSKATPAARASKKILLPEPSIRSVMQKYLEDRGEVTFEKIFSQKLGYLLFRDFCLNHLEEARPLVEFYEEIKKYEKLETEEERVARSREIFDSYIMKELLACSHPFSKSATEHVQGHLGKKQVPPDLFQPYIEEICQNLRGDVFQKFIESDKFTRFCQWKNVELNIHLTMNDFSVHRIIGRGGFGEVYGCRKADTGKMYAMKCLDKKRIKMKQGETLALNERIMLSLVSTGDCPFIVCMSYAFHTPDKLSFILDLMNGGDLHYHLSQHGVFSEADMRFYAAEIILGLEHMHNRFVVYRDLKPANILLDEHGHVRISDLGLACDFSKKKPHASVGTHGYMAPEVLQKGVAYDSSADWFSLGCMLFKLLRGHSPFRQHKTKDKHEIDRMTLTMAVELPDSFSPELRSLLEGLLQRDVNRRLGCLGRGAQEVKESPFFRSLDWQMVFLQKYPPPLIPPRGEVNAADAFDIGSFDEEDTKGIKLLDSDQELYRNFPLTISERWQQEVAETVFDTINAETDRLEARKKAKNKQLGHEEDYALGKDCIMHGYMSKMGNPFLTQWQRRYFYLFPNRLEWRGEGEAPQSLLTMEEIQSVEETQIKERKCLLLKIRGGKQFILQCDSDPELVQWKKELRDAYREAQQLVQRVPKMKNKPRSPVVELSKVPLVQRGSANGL
RPL19A-GFP yeast: RPL19A-GFP expression modulators in yeast, primary screen, cell-based, S. cerevisiae, multiplex flow cytometry, MLPCN | percent response vs DMSO, % at 10 µM | 0.3% of 330,000 active | S. cerevisiae RPL19A-GFP strain, 3 h; active compounds read low;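 active means percent response vs DMSO below 50%; inconclusive means fewer than 70 events counted for the yeast strain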;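 further: median channel GFP fluorescence of the barcoded RPL19A-GFP strain; ratio of sample median GFP to plate DMSO average so 100% = DMSO; lower means less RPL19A-GFP as with rapamycin TOR inhibition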
LAP4-GFP MLPCN: modulators of LAP4-GFP expression in yeast, primary screen, S. cerevisiae, multiplex flow cytometry, MLPCN library; 3 h; median GFP as percent of DMSO wells; GFP response vs DMSO, % at 10 µM; 0.34% of 320,000 active; AID 2023, 2009;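 active means GFP response vs DMSO above a set limit, about the screen mean plus 3 SD, cut at about 150% in these data; inconclusive means under 70 cell events counted for the yeast strain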
CIT2-GFP yeast: modulators of CIT2-GFP expression in yeast, primary screen, S. cerevisiae, GFP fusion, multiplex flow cytometry, MLPCN library. 0.065% of 320,000 active. AID 2029, 2009. S. cerevisiae CIT2-GFP strain, 3 h; 100 means same as DMSO wells. GFP response vs DMSO, % at 10 µM;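 active means GFP response relative to DMSO above a set limit, near the screen mean plus 3 SD, cut at about 150% in these data; inconclusive means Fewer than 70 cells measured for a yeast strain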;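 further: ratio of well median GFP fluorescence to mean of DMSO wells on the plate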
VLA-4 inh: inhibition in human VLA-4 binding assay, primary screen, VLA-4 allosteric modulator project, MLPCN library, flow cytometry, VLA-4 expressing cells; Integrin alpha-4 (Homo sapiens), P13612; inhibition, % (about 7 µM as worked out from the volumes in the protocol); ligand binding flow cytometry; AID 2557, 2010; 0.2% of 330,000 active; in the data active means inhibition above about 50%
Starred values were filed as active, the others as inactive; ? = inconclusive; . = not tested or not shown; [ ] = another dose, or the depositor's remark. Compounds were not picked by outcome (roughly 1.7% active in at least one column).

canonical_smiles	MEP2 TOR yeast	AGP1-GFP MLPCN	CR mimetic SO	GRK2 inh	RPL19A-GFP yeast	LAP4-GFP MLPCN	CIT2-GFP yeast	VLA-4 inh
NC(=O)c1ccc(N2CCCCC2)c(N2C(=O)C3CC=CCC3C2=O)c1 (stereo not drawn)	105	94	94	0	95	98	94	0
O=C(CCCn1c(=O)[nH]c2ccccc2c1=O)NCCSCc1ccccc1	93	97	94	2	93	93	93	-8
CCC(C)NC(=O)C1CCN(S(=O)(=O)N2CCOCC2)CC1 (stereo not drawn)	87	84	91	1	90	80	90	14
Cc1ccc(C)c(C(=O)NC(C)c2ccc(-n3ccnc3)cc2)c1 (stereo not drawn)	98	90	.	0	105	81	.	-11
CCCCN(C(=O)c1cccc(S(=O)(=O)N2CCOCC2)c1)c1c(N)n(CCC)c(=O)[nH]c1=O	95	104	110	7	96	102	86	1
CCOC(=O)COc1ccc2nsnc2c1Cl	94	103	92	1	93	96	101	24
O=C(NCc1ccccc1)c1c[nH]c2ccccc2c1=O	102	103	92	1	101	99	97	-3
CCOC(=O)Cc1csc(NC(=O)c2ccc(C)cc2)n1	98	101	92	1	97	113	88	16
CN(C)CCCn1c(=O)n(Cc2ccccc2)c(=O)c2c3c(sc21)CCCCC3	107	102	90	0	104	93	108	-26
Cc1ccc(NC(=O)c2ccc(NCCN)c([N+](=O)[O-])c2)cc1Cl	102	90	104	0	98	87	93	20
Cc1cc(=O)oc2cc(OCC(=O)OCC(=O)NC(=O)NC(C)C)ccc12	96	91	97	0	92	87	94	10
CN1CCN(C(=O)c2ccc(CSc3nc4ccncc4n3Cc3ccc(F)cc3)cc2)CC1	100	97	94	1	96	98	99	1
CCOc1ccc2nc(SCC(=O)N3c4ccccc4Sc4ccccc43)c(C#N)cc2c1	104	106	107	2	105	93	107	-5
CCOC(=O)C1(Cc2ccc(OC)cc2)CCN(C(=O)c2cc3ccccc3[nH]2)CC1	104	94	105	2	98	108	91	16
COc1ccc(-c2nn(CCC#N)cc2C=C(C#N)C#N)cc1	104	99	83	1	93	103	96	3
CCOc1ccc2nc(SCC(=O)N(C)C3CCS(=O)(=O)C3)[nH]c2c1 (stereo not drawn)	96	102	93	0	100	97	98	18
OC(CN1CCN(c2ccccc2)CC1)c1c[nH]c2ccccc12 (stereo not drawn)	111	105	107	0	106	110	104	-10
Cc1ccc(Cn2nc(C)c(NC(=O)CSc3nc4c(c(C(F)(F)F)n3)CCc3ccccc3-4)c2C)cc1	104	98	95	0	96	96	95	-45
O=C(NCCCc1ccccc1)C(=O)NCC1OCCN1S(=O)(=O)c1cc(F)ccc1F (stereo not drawn)	101	97	80	0	104	90	103	-2
Brc1ccc(-c2cnc(-c3cccs3)o2)cc1	109	96	110	2	99	103	100	0
Cc1cc(C)n(C(=O)c2ccc(C)c(Br)c2)n1	100	88	92	1	99	113	88	16
COc1ccc(C2CC(c3c(Cl)cccc3Cl)n3nc(N)nc3N2)cc1 (stereo not drawn)	107	102	95	2	102	104	104	-14
O=C(NC(=S)NCC1CCCO1)c1ccco1 (stereo not drawn)	111	116	100	0	103	97	117	11
COc1ccc(-c2ccc(Nc3ccc(S(=O)(=O)N4CCCC4)cc3)nn2)cc1OC	100	100	116	0	94	100	94	4
O=C(CNC(=O)c1ccco1)OCC(=O)c1ccc(Cl)cc1	106	104	99	0	106	95	104	13
CCC1(C)Cc2c(C#N)c(SC)nc(N3CCOCC3)c2CO1 (stereo not drawn)	92	99	107	1	95	102	100	2
O=C(Cc1ccccc1)c1c[nH]c(C(=O)O)c1	97	101	107	8	98	101	107	3
C[C@@H](C(=O)NCCc1c[nH]c2ccccc12)[C@H]1C[C@]1(C)[C@H](NC(=O)OCc1ccccc1)c1ccccc1	102	109	110	2	99	98	97	5
CC(C)(C)[C@H]1COC(=O)CCC/C=C/C[C@H](CC(=O)N(CCO)Cc2ccccc2)C(=O)N1	90	96	113	0	93	86	93	10
Cc1ccc(CC(=O)NCC(C)C)cc1	103	104	87	4	102	103	106	-6

Following part:
canonical_smiles	MEP2 TOR yeast	AGP1-GFP MLPCN	CR mimetic SO	GRK2 inh	RPL19A-GFP yeast	LAP4-GFP MLPCN	CIT2-GFP yeast	VLA-4 inh
CN(Cc1ccsc1)C(=O)CCc1nnc(Cc2c[nH]c3ccccc23)o1	107	96	103	4	96	100	101	7
c1ccc(-n2nnc3cnccc32)cc1	96	98	104	2	104	105	96	5
CCc1c(C)nc2ncnn2c1N1CCCC(C(=O)NCCc2ccc(OC)cc2)C1 (stereo not drawn)	96	104	85	1	98	104	106	7
COc1ccc(CCNC(=O)C2=CC=CN3CCS(=O)(=O)N=C23)cc1	96	100	92	4	96	99	97	24
COc1ccc(C(=O)Nc2ccc3c(c2)OCCO3)cc1S(=O)(=O)N1CCOCC1	100	103	104	0	102	96	113	0
O=C(NC(=S)N(CCO)Cc1ccccc1)c1ccc(F)cc1Cl	104	97	93	0	106	112	92	-2
CN(C)c1cccc(C(=O)NNC(=O)/C=C/c2cccs2)c1	93	90	79	11	91	87	86	10
CCN(Cc1ccccc1)C(=O)Cn1c(=O)n(CC(=O)NCc2ccco2)c(=O)c2sccc21	106	107	96	5	107	104	103	9
Cc1ccc(C)c(S(=O)(=O)N2CCCCC2CCNC(=O)C(=O)NCc2cccnc2)c1 (stereo not drawn)	113	111	95	0	102	106	107	2
Cc1ccc(Cn2nc(-c3ccccc3)nc2-c2ccccc2)cc1	82[may fluoresce red]	?	103	0	?	90[may fluoresce red]	75[may fluoresce red]	6
Cc1cc(C(=O)NCCc2ccc(Cl)cc2)c(C)o1	96	100	100	0	103	107	101	30
O=C(COc1ccc(Cl)cc1Br)NNC(=O)C(=O)N1CCCCC1	108	104	102	3	101	97	101	-2
O=C(COC(=O)Cc1ccc(F)cc1)NC1CCS(=O)(=O)C1 (stereo not drawn)	99	109	101	0	101	107	97	3
COc1ccc(-c2nn(-c3ccccc3)cc2C(=O)N(C)C)cc1	110	107	92	0	107	102	108	6
CCOc1ccc(Br)cc1C(=O)N/N=C/c1c[nH]c2ccccc12	108	101	103	1	104	93	90	4
COc1ccc(N(CC(=O)NCC2CCCO2)C(=O)CCC(=O)Nc2cc(C)on2)cc1OC (stereo not drawn)	106	101	97	1	103	97	99	-5
NNC(=O)c1cccc(S(=O)(=O)Nc2cc(Cl)ccc2Cl)c1	99	101	85	1	99	103	114	-6
O=C(NC(=S)N1CCCc2ccccc21)c1ccc(Br)cc1	96	90	98	13	97	95	89	-6
CC1CCCC(C)N1CCNC(=O)C1CCN(S(=O)(=O)N2CCCCC2)CC1 (stereo not drawn)	93	100	90	0	95	92	100	18
CNC(=O)NC(=S)NC(=O)c1ccccc1Cl	99	98	97	0	96	105	98	2
CC(C)(C)c1nn(-c2ccccc2)c2[nH]c(=O)c(CNc3ccc4c(c3)OCCO4)cc12	101	93	96	0	104	106	101	4
CCN1CCN(c2cc(C)c3cc(NC(=S)N4CCCC4)ccc3n2)CC1	99	101	108	7	100	94	105	-6
C[C@@H](C(=O)NCCc1ccccc1F)N1C(=O)N2CCc3c([nH]c4ccccc34)[C@@]2(C)C1=O	105	95	115	5	95	96	98	-10
Cc1ccc(CNS(=O)(=O)NCc2ccc(Cl)cc2)cc1	102	106	86	0	104	93	104	-2
COc1ccc(C2c3[nH]c4ccccc4c3CCN2Cc2ccoc2)c(F)c1 (stereo not drawn)	99	84	129	0	96	100	95	19
Cc1ccc(-n2nc3cc(C)c(N)cc3n2)cc1	97	63	124	0	90	93	66	0
C/C(=N\NC(N)=S)c1ccccc1	98	104	97	0	98	103	100	0
Cc1cccc(C)c1NS(=O)(=O)c1ccc(-c2cnc(C3CC3)o2)cc1	97	112	75	1	91	137	105	0
O=C(CN1C(=O)NC2(CCOc3ccccc32)C1=O)Nc1cccc(Cl)c1 (stereo not drawn)	98	101	120	0	98	114	85	5
CC(NC(=O)c1cc(F)c(F)c(F)c1F)c1ccc(-n2ccnc2)cc1 (stereo not drawn)	109	105	90	1	107	99	105	-8

Results in GRK2 inh (two entries from above):
SMILES	GRK2 inh
COc1ccc(C(=O)Nc2ccc3c(c2)OCCO3)cc1S(=O)(=O)N1CCOCC1	0
O=C(NC(=S)N(CCO)Cc1ccccc1)c1ccc(F)cc1Cl	0

The listing continues:
canonical_smiles	MEP2 TOR yeast	AGP1-GFP MLPCN	CR mimetic SO	GRK2 inh	RPL19A-GFP yeast	LAP4-GFP MLPCN	CIT2-GFP yeast	VLA-4 inh
CC1=CC(C)(C)n2c(O)c(C3=NC(=S)NC3=O)c3cc(OC(=O)c4cccc5ccccc45)cc1c32	106	113	85	0	107	105	108	9
CCOc1ccc(OCCC(=O)NNC(=O)c2cc(OC)c(OC)c(OC)c2)cc1	93	101	101	3	95	99	97	-5
O=C(Nc1nccs1)c1ccc(Cl)nc1	125	111	106	0	125	118	113	-3
Cn1c(CCC(=O)Nc2ccc(N3CCOCC3)cc2)nc(=O)c2ccccc21	97	100	97	2	103	100	101	3
COc1ccc(-n2c3c(c(=O)[nH]c2=O)C(NS(=O)(=O)c2ccc(Cl)cc2)(C(F)(F)F)C(=O)N3)cc1 (stereo not drawn)	96	101	95	0	97	105	95	-12
O=C(Cn1nnc(-c2ccccc2F)n1)Nc1ccc2c(c1)OCCO2	94	99	94	4	101	98	99	1
Cc1cc2ccccc2c(=O)n1CC(=O)NCC1COc2ccccc2O1 (stereo not drawn)	99	105	90	0	100	99	105	-5
C=CCO/N=C(\C)c1c(O)c(C)c(-c2ccccc2)n(-c2ccccc2)c1=O	91	91	90	0	97	104	88	4
Cc1ccn2cc(CCNC(=O)CC3CCCCC3)nc2c1	110	110	92	0	107	96	110	19
Oc1c(Br)cc(C2N=C(c3ccccc3Cl)NO2)cc1Br (stereo not drawn)	85	92	94	0	97	104	87	-2
Cc1cccc(NC(=O)NCc2ccc3c(c2)OCO3)c1	91	87	96	0	101	85	92	-11
CC(C)c1ccc(NS(=O)(=O)c2ccc(-n3cccn3)cc2)cc1	106	103	94	1	107	111	102	4
O=C(NCc1cccs1)C(NS(=O)(=O)c1cccc2nsnc12)c1ccccc1 (stereo not drawn)	108	107	99	0	103	95	114	3
Cc1ccc2nc(-c3ccccc3)cc(C(=O)NNC(=O)c3csc(N4CCOCC4)n3)c2c1	92	98	74	2	89	103	90	-6
Cc1ccc(C(C)C)cc1OCC(=O)NNC(=O)Nc1ccccc1	105	99	92	0	102	98	102	1
Cc1ccc(S(=O)(=O)/N=S(\C)CC2CC2(Cl)Cl)cc1 (stereo not drawn)	98	99	92	0	96	97	97	13
NC(=O)c1ccsc1NC(=O)CSc1n[nH]c(N)n1	103	97	112	1	98	92	102	9
CCOC(=O)CN(c1ccccn1)S(=O)(=O)c1ccccc1	98	104	92	2	99	99	107	12
COc1ccc(CNC(=O)c2cc3c(=O)n4ccccc4nc3n(CC3CCCO3)c2=N)cc1 (stereo not drawn)	101	81	91	1	100	100	.	1

Bioassay records (PubChem BioAssay)
